Screening results from PubChem BioAssay.
PLK1 PBD inh = PLK1 (human) polo-box domain binding inhibition; 360,000 tested, 2.8% active; AID 720504; Potency, µM, for inactives: max response, negative = inhibition, actives largely listed as inhibitors; P53350; Plk1 PBD binding of FITC phosphopeptide, fluorescence polarization; further: potency means the concentration at half of the fitted maximal effect; series mostly up to about 57 µM; on the % scale 0 is the no-effect control and ±100 the full control effect; nearly all actives have a fitted effect of over 65% in size
IL2 activator = activates IL-2 in a cell-based reporter assay | activation, % (series mostly up to about 46 µM) | 360,000 tested, 0.065% active | IL-2 activation reporter assay, cell-based qHTS; stimulated with anti-CD3/CD4/CD28 beads; in transgenic mouse T cells; in the data active means activation above about 50%; inconclusive means mostly about 30% to 49%; further: 0% is about no effect
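Using fluorescent plate cytometry, EGFP and DsRed are detected in transgenic mouse T cells stimulated 18 h at 37 degrees C with antibody-coated beads after 60 min compound pretreatment.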
PTHR1 agonist = activates the human parathyroid hormone receptor PTHR1 | AID 743266 | HEK293 GP2 PTHR1 cells, GloSensor cAMP luminescence, 1 h | Potency, µM (series often up to 115 µM), without a hit: top-dose activation, usual class: activators | 410,000 tested, 0.075% active; further: potency means the concentration at half of the fitted maximal effect; nearly all actives have a fitted effect of over 55% in size; some results filed as inactive show a strong effect at the top dose; inactives centre near -15; many of its hits are not listed in these tables
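HEK-293-derived GP2 cells expressing PTHR1 and a GloSensor cAMP reporter, 3,000/well, plated overnight, given luciferin plus IBMX (each 0.5 mM as added) for 1 h at 37 °C, then compound for 1 h at 37 °C. Luminescence was read after 15 min at room temperature.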
EPAC1 antagonist = antagonists of human EPAC1; 360,000 tested, 0.14% active; Potency, µM (series often up to 115 µM), inactives show top-dose activity change, negative = inhibition, actives largely listed as inhibitors; EPAC1 GEF assay, Rap1b-BODIPY-GDP exchange fluorescence; O95398;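 further: potency means the concentration at half of the fitted maximal effect; plate controls were vehicle for no effect and positive control for full effect; nearly all actives have a fitted effect of over 50% in size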
Target sequence (O95398 whole entry, looked up): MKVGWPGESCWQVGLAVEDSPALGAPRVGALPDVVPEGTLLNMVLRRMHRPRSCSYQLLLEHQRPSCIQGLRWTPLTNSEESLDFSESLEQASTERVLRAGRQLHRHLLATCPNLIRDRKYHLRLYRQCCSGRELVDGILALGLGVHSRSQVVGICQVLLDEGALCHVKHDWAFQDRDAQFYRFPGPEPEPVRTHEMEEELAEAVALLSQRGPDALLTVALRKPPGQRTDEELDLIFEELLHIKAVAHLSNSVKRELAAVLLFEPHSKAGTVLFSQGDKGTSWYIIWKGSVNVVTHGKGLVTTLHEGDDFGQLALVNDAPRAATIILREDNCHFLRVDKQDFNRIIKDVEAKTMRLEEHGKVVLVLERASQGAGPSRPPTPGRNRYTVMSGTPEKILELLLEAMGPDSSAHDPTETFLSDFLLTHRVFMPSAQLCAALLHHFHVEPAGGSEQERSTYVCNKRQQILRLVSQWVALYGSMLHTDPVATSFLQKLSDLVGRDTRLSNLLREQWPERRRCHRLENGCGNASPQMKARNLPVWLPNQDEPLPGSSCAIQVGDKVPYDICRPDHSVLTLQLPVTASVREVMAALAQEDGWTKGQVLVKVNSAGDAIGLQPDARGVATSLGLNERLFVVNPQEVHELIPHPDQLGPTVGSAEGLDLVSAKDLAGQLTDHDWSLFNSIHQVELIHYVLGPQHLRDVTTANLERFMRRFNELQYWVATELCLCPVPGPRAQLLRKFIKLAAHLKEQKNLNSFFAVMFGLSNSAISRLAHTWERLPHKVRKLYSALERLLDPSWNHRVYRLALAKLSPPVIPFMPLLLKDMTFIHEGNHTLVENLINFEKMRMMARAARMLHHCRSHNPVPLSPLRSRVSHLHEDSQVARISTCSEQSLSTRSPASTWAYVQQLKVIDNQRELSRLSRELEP
GLP1R inv ag = acts as inverse agonist at human GLP-1 receptor | HEK293 GLP-1R CRE-luciferase, luminescence, 24 h; GLP-1R form is constitutively active | P43220 | 410,000 tested, 1.6% active | Potency, µM (top dose mostly 38.3 µM), for inactives: at the top dose activity change, negative = inhibition, actives largely listed as inhibitors; further: potency means the concentration at half of the fitted maximal effect; on the % scale 0 is the no-effect control and ±100 the full control effect; nearly all actives have a fitted effect of over 55% in size
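Inverse agonists were sought by their lowering of basal cAMP reporter luciferase output in HEK293 cells stably carrying constitutively active human GLP-1R, after 24 h compound treatment.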
GLP-1R agonist = activates the human GLP-1 receptor | HEK293 GLP-1R CRE-luciferase, luminescence, 4-6 h; cells express a hypersensitive GLP-1R form | Potency, µM (series often up to 45.6 µM), without a hit: at the highest dose activation, most hits filed as activators | 380,000 tested, 0.007% active; further: potency means the concentration at half of the fitted maximal effect; % of control where 0% means no effect
EPAC1 ag = EPAC1 (human) agonism; O95398; EPAC1 agonist qHTS, biochemical assay; response scale: 100% = response to 6.5 mM cAMP; Potency, µM (series often up to 154 µM), for inactives: at the highest dose activation, most hits filed as activators; 360,000 tested, 0.073% active; AID 720707; further: potency means the concentration at half of the fitted maximal effect; nearly all actives have a fitted effect of over 60% in size
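Fluorescent GDP-exchange assay: 100 nM EPAC1 with 250 nM Rap1B preloaded with BODIPY-GDP and 50 uM GDP; compounds tested as concentration series, 5 min at room temperature, then read every 5 min for 30 min (ex 480/em 540 nm); normalized to 6.5 mM cAMP.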
GLP1R cytotox = cytotoxicity counter-screen for GLP-1 receptor inverse agonists | AID 624418 | 410,000 tested, 0.13% active | Potency, µM (doses to about 38.3 µM), without a hit: top-dose activity change, negative = inhibition, usual class: inhibitors | HEK293 cAMP-luciferase reporter cells, luminescence, 24 h;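 further: loss of luciferase light is scored as toxicity; potency means the concentration at half of the fitted maximal effect; on the % scale 0 is the no-effect control and ±100 the full control effect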
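Compound-treated cells are incubated 24 hr at 37 deg C under 5% CO2 after a 12 hour attachment period, then luciferase detection reagent is added and luminescence is measured following 12 min at room temperature; lowered signal indicates toxicity.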
PI5P4Ka inh = PI5P4K alpha (human) kinase inhibition; P48426; PI5P4Kalpha enzyme, ADP-Glo luminescence, 60 min; stronger effect = lower value; max response, %; 330,000 tested, 1.2% active; active means max response of -50% or lower; inconclusive means between -30% and -50%; inactive means -30% or higher; further: value at the top dose of about 77 µM; on the % scale 0 is the no-effect control and ±100 the full control effect
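Quantitative HTS of the MLSMR library against PI5P4Kalpha with substrate. ATP added last at 5 microM final; room temperature, 60 minutes. Remaining ATP depleted, ADP converted and read as luminescence.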
An asterisk follows results filed as active; i = inactive; ? = inconclusive; nt = not tested or not shown; & = joins results of further samples; [ ] = remark or other dose. Unless noted, the call rests on the fitted dose curve; in most records, active means well fitted curve in the direction sought with a large enough effect; inconclusive means small, poorly fitted or top-dose-only effect, or another doubt; inactive means no such curve, though single readings can be large; an effect the other way counts as inactive or inconclusive.

#1 CCCCN1C(=O)C2C(C(=O)Nc3cccc(OC)c3)C3C=CC2(O3)C1C(=O)NC1CCCCC1C (configuration not stated)
#2 O=C1c2oc3ccc(F)cc3c(=O)c2C(c2ccc(F)cc2)N1CCCN1CCOCC1 (configuration not stated)
#3 C/C(=C\c1ccc(Br)cc1)C(=O)c1c(C)cc(C)[nH]c1=O
#4 O=C(Nc1ccccc1F)C1CCN(S(=O)(=O)c2cccnc2)CC1
#5 NC(=O)c1cc2n(n1)C(C(F)(F)F)CC(c1ccco1)N2 (configuration not stated)
#6 COC(=O)Cn1cnc2c(cnn2-c2ccc(C)cc2)c1=O
#7 COC(=O)c1ccc(C(=O)NC(=S)Nc2nc3c(s2)CCCC3)cc1
#8 COc1ccc(S(=O)(=O)N2CCN(c3nn(C)c(=O)n(C)c3=O)CC2)cc1

compound no.	1	2	3	4	5	6	7	8
PLK1 PBD inh	-2%	-20%	1%	-18%	1%	1%	-10%	-1%
IL2 activator	-0.9	-1.3	2.2	0.7	-1.2	0.0	-0.2	3.1
PTHR1 agonist	i	-2%	-48%[inhibitor]	0%	-4%[57.5 µM]	i	i	i
EPAC1 antagonist	0%	8%	11%	7%	9%	-9%	-17%	4%
GLP1R inv ag	-30%	-19%	?	-9%	2%	3%	22%	7%
GLP-1R agonist	-1%	-1%	-5%	5%	-5%	11%	-1%	-1%
EPAC1 ag	5%	-6%	3%	1%	-11%	-3%	12%	5%
GLP1R cytotox	?	-5%	3%	-20%	-7%	5%	1%	-6%
PI5P4Ka inh	0	2	2	2	-9	-1	1	4

#9 COc1ccccc1C(=O)N1CCN(C2CCN(Cc3ccccc3)CC2)CC1
#10 OC[C@@H]1CN(Cc2ccc(F)cc2)C[C@H](n2cnc3c(NCc4ccc(F)cc4)ncnc32)O1
#11 CC(=O)c1c(C)[nH]c(C(=O)CN2C(=O)NC3(CCCCC3C)C2=O)c1C (configuration not stated)
#12 COc1cc(NC(=O)CCn2cnc3ccccc3c2=O)cc(OC)c1
#13 COc1ccc(OC)c(NC(=O)Nc2ccc(Cl)cc2)c1
#14 COc1ccc([N+](=O)[O-])cc1NC(=O)COC(=O)c1ccccn1
#15 C/C(=N/NS(=O)(=O)c1ccc(C)cc1)c1ccc2c(c1)OCO2
#16 CC1(CC(=O)N/N=C/c2cc(Br)c(O)cc2O)OCCO1

compound no.	9	10	11	12	13	14	15	16
PLK1 PBD inh	-5%	-3%	-6%	nt	-15%	-3%	0%	-9%
IL2 activator	-2.1	-0.7	-2.3	nt	-1.9	-0.5	-2.1	3.5
PTHR1 agonist	-11%	-53%[inhibitor]	i	-15%	?	-10%	i	?
EPAC1 antagonist	-5%	3%	1%	nt	-17%	7%	-21%	-3%
GLP1R inv ag	-9%	-27%	24%	2%	?	10%[0.307 µM]	14%	38%[activator]
GLP-1R agonist	-7%	10%	10%	8%	2%	-10%	-4%	-11%
EPAC1 ag	4%	-10%	11%	nt	25%	-1%	-7%	-24%
GLP1R cytotox	-5%	-11%	5%	2%	15%	6%[0.307 µM]	4%	5%
PI5P4Ka inh	-1	1	8	nt	nt	-11	0	nt

From compound 9 to 13, copied from above:
#9 COc1ccccc1C(=O)N1CCN(C2CCN(Cc3ccccc3)CC2)CC1
#10 OC[C@@H]1CN(Cc2ccc(F)cc2)C[C@H](n2cnc3c(NCc4ccc(F)cc4)ncnc32)O1
#11 CC(=O)c1c(C)[nH]c(C(=O)CN2C(=O)NC3(CCCCC3C)C2=O)c1C (configuration not stated)
#12 COc1cc(NC(=O)CCn2cnc3ccccc3c2=O)cc(OC)c1
#13 COc1ccc(OC)c(NC(=O)Nc2ccc(Cl)cc2)c1

compound no.	9	10	11	12	13
PLK1 PBD inh	-5%	-3%	-6%	nt	-15%
IL2 activator	-2.1	-0.7	-2.3	nt	-1.9
PTHR1 agonist	-11%	-53%[inhibitor]	i	-15%	?
EPAC1 antagonist	-5%	3%	1%	nt	-17%
GLP1R inv ag	-9%	-27%	24%	2%	?
GLP-1R agonist	-7%	10%	10%	8%	2%
EPAC1 ag	4%	-10%	11%	nt	25%
GLP1R cytotox	-5%	-11%	5%	2%	15%
PI5P4Ka inh	-1	1	8	nt	nt

Continuation:
#17 Cc1cc(C(=O)N/N=C/c2c(C)[nH]c3ccccc23)n[nH]1
#18 O=C1c2ccccc2NC(c2ccc(-c3cccs3)o2)N1O (configuration not stated)
#19 CCS(CC)=NS(=O)(=O)c1ccc(NC(C)=O)cc1
#20 O=C(O)CCc1nnc(SCC(=O)Nc2cccc(C(F)(F)F)c2)[nH]c1=O
#21 O=C(O)/C=C/c1cn(-c2ccccc2)nc1-c1cccc([N+](=O)[O-])c1
#22 COc1ccc(CCC(C)NC2CCCCCCC2)cc1 (configuration not stated)
#23 Cc1cccc(OCCC(=O)NCC(=O)Nc2c(C)cccc2C)c1
#24 Cc1cccc(NS(=O)(=O)c2ccc(C)c(C(=O)NCCCN3CCOCC3)c2)c1

compound no.	17	18	19	20	21	22	23	24
PLK1 PBD inh	5%	nt	-3%	-2%	-9%	-12%	-8%	-2%
IL2 activator	5.0	0.4	-0.1	1.2	0.5	-0.2	1.4	-3.7
PTHR1 agonist	-7%	-4%	i	i	i	-16%	i	i
EPAC1 antagonist	1%	-7%	-7%	11%	5%	8%	3%	7%
GLP1R inv ag	-17%	nt	5%	3%	75%[activator]	?	?	5%
GLP-1R agonist	5%	0%	0%	-1%	10%	1%	?	-10%
EPAC1 ag	0%	-25%	2%	7%	-8%	-3%	6%	9%
GLP1R cytotox	-9%	nt	0%	6%	-25%	23%	-8%	1%
PI5P4Ka inh	2	nt	-1	0	-3	-1	9	-4

#25 O=C(CCc1ccccc1)N=C1SC2CS(=O)(=O)CC2N1c1ccccc1F (configuration not stated)
#26 CC(=O)Nc1ccc(C(=O)N2CCCC(c3cc(C(=O)NCc4ccccc4)no3)C2)cc1 (configuration not stated)
#27 Cc1ccc(NC(=O)CN2CCOCC2)cc1C
#28 O=C(COc1ccccc1)NC1CCSC1=O (configuration not stated)
#29 CSc1ccc(C(=O)C2CCCN(C(=O)CCn3cncn3)C2)cc1 (configuration not stated)
#30 CCC(c1nnnn1CCOC)N1CCN(Cc2ccccc2)CC1 (configuration not stated)
#31 COc1ccc(Cc2c(-c3ccccc3)nc3ccc(Br)cn23)c(C)c1
#32 CCOc1ccc(NC(=O)CSc2nnnn2C2CC2)cc1S(=O)(=O)N1CCCC1

compound no.	25	26	27	28	29	30	31	32
PLK1 PBD inh	-15%	-10%	-4%	-20%	6%	6%	-6%	-3%
IL2 activator	-1.0	-0.3	0.3	-0.1	-1.6	0.2	0.1	0.3
PTHR1 agonist	-61%[inhibitor]	-15%	i	-29%	i	i	-55%[inhibitor]	-5%
EPAC1 antagonist	12%	-19%	-9%	-5%	-21%	-1%	-22%	-17%
GLP1R inv ag	-10%	19%	5%	-3%	-21%	-1%	-23%	3%
GLP-1R agonist	-3%	10%	0%	5%	3%	-11%	13%	14%
EPAC1 ag	-4%	-8%	5%	-1%	-13%	7%	-8%	-2%
GLP1R cytotox	7%	6%	-14%	-5%	-15%	6%	-15%	5%
PI5P4Ka inh	-3	-3	-5	3	2	-7	-28	1

#33 CC1(C)CC[C@]2(C(=O)O)CC[C@]3(C)C(=CCC4[C@@]5(C)CC[C@H](O)C(C)(C)C5CC[C@]43C)C2C1 (some centres not stated)
#34 CC1CC(C)(C)CC2(C1)NC(=O)N(CC(=O)OCC(=O)Nc1cc(S(=O)(=O)N3CCCCC3)ccc1Cl)C2=O (configuration not stated)
#35 O=C(O)c1cccc(CN2C(=O)CSC2=O)c1
#36 Cc1cc(C)nc(SCC(=O)Nc2ccnc3ccccc23)n1
#37 Cc1cc(C)nc(NS(=O)(=O)c2ccc(NC(=O)Cc3ccccc3)cc2)n1
#38 CCCCNC(=O)CCCn1c(=O)c2ccccc2n(Cc2c(C)cc(C)cc2C)c1=O
#39 Oc1ccc(N=Nc2c(O)ccc3ccccc23)cc1
#40 COc1ccc(C2=NS(=O)(=O)N(C)C(C(=O)NC(C)c3ccccc3)=C2)cc1 (configuration not stated)

compound no.	33	34	35	36	37	38	39	40
PLK1 PBD inh	-14%	-3%	0%	-4%	?	nt	-9%	-11%
IL2 activator	-0.3	-0.2	0.4	-2.6	0.0	nt	-2.9	-2.7
PTHR1 agonist	-14%	i	i	-94%[inhibitor]	-17%	-25%	-83%[inhibitor]	i
EPAC1 antagonist	-18%	-2%	-24%	8%	-2%	nt	-5%	0%
GLP1R inv ag	3%	-13%	10%	-15%	2%	-2%	-2%	?
GLP-1R agonist	-2%	-11%	2%	5%	0%	0%	-3%	0%
EPAC1 ag	-5%	-2%	1%	-1%	5%	nt	17%	3%
GLP1R cytotox	-6%	-11%	3%	13%	7%	1%	?	-14%&-1%
PI5P4Ka inh	-11	0	-1	-6	-10	nt	nt	0

#41 CCCC(N)CCCCCC(=O)O (configuration not stated)
#42 C=CCOc1ccc(CN(C)CC(=O)N(CC(C)C)c2c(N)n(CC(C)C)c(=O)[nH]c2=O)cc1
#43 O=c1oc2c(CN3CCOCC3)c(O)ccc2c2ccccc12
#44 FC(F)Sc1ccc(N=C2NN=C(c3ccc4c(c3)OCCO4)CS2)cc1

compound no.	41	42	43	44
PLK1 PBD inh	3%	?	-1%	-30%
IL2 activator	0.5	-1.2	0.4	-1.3
PTHR1 agonist	i	i	-4%[57.5 µM]	-28%
EPAC1 antagonist	5%	-5%	-1%	-6%
GLP1R inv ag	1%	9%	22%	-15%
GLP-1R agonist	-1%	13%	8%	-5%
EPAC1 ag	-11%	5%	-1%	5%
GLP1R cytotox	-8%	-4%	3%	?
PI5P4Ka inh	-2	5	6	-6

Not all compounds are listed; the hit share may differ from the screen's.
